PolyA inh – polyadenylation inhibitors in yeast reporter cells, primary screen, luminescence, S. cerevisiae; S. cerevisiae SKY197-pL101 polyadenylation reporter, beta-gal luminescence; efflux-impaired pdr1/pdr3 knockout yeast; score 100 = 6 SD above DMSO; hit rate 0.02% among 300,000; calls only at 12 µM;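 active means lowest replicate activity score at least 50, where 100 means six control SD above control mean; inconclusive means lowest score under 50 but half or more replicates reach 50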;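 further: yeast exposed to compound for 9 h at 30 °C; higher score means more reporter readthrough which indicates perturbed polyadenylation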
GSK3A inh – blockers of GSK3A enzyme activity – biochemical, luminescence, cell-free homogeneous, HTS, primary screen. Glycogen synthase kinase-3 alpha (Homo sapiens), P49840. inhibition, % at 10 µM. GSK-3 alpha kinase, ADP-Glo luminescence, 60 min. hit rate 0.1% among 320,000;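 in the data active means inhibition above about 50%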;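 further: GST-tagged GSK-3 alpha with peptide substrate and 25 µM ATP; 0% = DMSO neutral wells and 100% = GW8510 positive control wells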
Dyrk1A ADPGlo – rat Dyrk1A kinase inhibitors, primary screen, biochemical, single point, plate reader | Dual specificity tyrosine-phosphorylation-regulated kinase 1A (Rattus norvegicus), Q63470 | ADP-Glo luminescence, NFATc1 peptide | inhibition, % at 12.5 µM | hit rate 0.43% among 310,000 | AID 504441, 2011; in the data active means inhibition above about 50%;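 further: plate controls were vehicle with enzyme for no effect and no enzyme for full effect; many of its hits are not listed in these tables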
KCNQ1 act – potentiators or activators of KCNQ1 channel, primary screen, cell-based, thallium flux, high-throughput | Potassium voltage-gated channel subfamily KQT member 1 (Homo sapiens), P51787 | CHO-K1 KCNQ1, thallium flux FluxOR fluorescence; hits give high values | B-score at 10 µM | hit rate 0.35% among 310,000 | AID 2648, 2010;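 active means fluorescence ratio B-score, a plate-corrected score, at least three library SD, with initial intensity B-score within 5 SD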
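Schedule – 37 °C overnight plating, 90-min dark dye load, 20-min compound pretreatment · System – stable KCNQ1 CHO-K1 line · Probe or stimulus – thallium- and potassium-containing depolarizing buffer · Measured by – kinetic FluxOR fluorescence, 10 s baseline plus 110 s post-stimulus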
KCNK9 block – KCNK9 potassium channel inhibitors, primary screen, HEK293 cells, thallium flux. Potassium channel subfamily K member 9 (Homo sapiens), Q9NPC2. FluxOR thallium flux fluorescence; hits give low values. B-score at 10 µM. hit rate 1.2% among 310,000;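 active means ratio B-score over 3 SD below the library mean, with starting fluorescence within 5 SD of its mean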;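 further: negative B-score means less thallium flux so channel inhibition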
KCNQ1 block – inhibitors of human KCNQ1 channel, primary screen, cell-based, thallium flux, high-throughput; Potassium voltage-gated channel subfamily KQT member 1 (Homo sapiens), P51787; CHO-K1 KCNQ1, FluxOR thallium flux fluorescence; hits give high values; B-score at 10 µM; hit rate 1.3% among 310,000; AID 2642, 2010;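 active means compounds whose thallium flux B-score, printed positive for inhibition, exceeds three library SD while starting fluorescence stays within three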;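 further: channel opened by potassium depolarization with thallium stimulus after 20 min compound exposure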
GSK3B inh – human GSK3beta kinase inhibitors, primary screen, biochemical, cell-free homogeneous, HTS; GST-GSK3beta kinase, ADP-Glo luminescence, 60 min; hits give low values; activity score (negative = inhibition), % at 10 µM; hit rate 0.038% among 300,000; AID 2097, 2009;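 active means more than half of replicate wells score below -50%, meaning over 50% inhibition versus plate controls; inconclusive means some replicates but at most half score below -50%; inactive means no replicate scores below -50%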;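 further: 0% = median DMSO wells and -100% = median GW8510 positive control wells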
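Test system: GST-tagged human GSK3beta kinase, cell-free; evaluation: activity score scaled between in-plate DMSO and GW8510 controls; measured by: ADP-Glo luminescence; incubation: 60 min reaction, RT; benchmarks: DMSO and 20 µM GW8510; reagent: peptide substrate plus 25 µM ATP (final); medium: Tris/MgCl2 kinase buffer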
hERG rescue – hERG rescue from dofetilide block, primary screen, cell-based, CHO-hERG, FluxOR thallium flux, dofetilide IC70; Voltage-gated inwardly rectifying potassium channel KCNH2 (Homo sapiens), Q12809; hit rate 0.51% among 310,000; activation (rescue from dofetilide block), less the hit threshold, % at 10 µM; dofetilide IC70 present;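 active means activation above the mean of controls blocked by dofetilide plus 5 SD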;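 further: thallium influx through hERG after potassium depolarization seen as dye fluorescence rise; in these data hits start at about 4.7%; inactives centre near -7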
HDAC3 inhib – HDAC3 deacetylase inhibitors, primary screen, biochemical, fluorescence, cell-free homogeneous; hit rate 0.15% among 320,000; inhibition, % at 8.3 µM; recombinant HDAC3, fluorogenic peptide/trypsin coupled; Histone deacetylase 3 (Homo sapiens), O15379; in the data active means inhibition above about 26%, passing the limit was not always enough; inconclusive means no clear call, values can overlap the other calls
Target sequence (O15379 whole entry, looked up): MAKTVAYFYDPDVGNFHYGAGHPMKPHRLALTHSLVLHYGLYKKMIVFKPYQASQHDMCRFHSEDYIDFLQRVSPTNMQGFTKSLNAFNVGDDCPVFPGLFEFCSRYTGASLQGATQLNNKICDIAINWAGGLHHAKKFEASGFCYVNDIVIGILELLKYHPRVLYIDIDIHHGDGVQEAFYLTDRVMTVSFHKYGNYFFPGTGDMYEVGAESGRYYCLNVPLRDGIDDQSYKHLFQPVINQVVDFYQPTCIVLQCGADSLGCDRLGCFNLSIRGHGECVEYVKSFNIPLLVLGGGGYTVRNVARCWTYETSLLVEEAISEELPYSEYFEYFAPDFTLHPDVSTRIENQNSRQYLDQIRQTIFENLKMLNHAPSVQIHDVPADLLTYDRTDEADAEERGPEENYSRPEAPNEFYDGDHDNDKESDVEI
KCNK3 inh – human KCNK3 channel inhibitors, primary screen, CHO cells, FluxOR thallium flux, B-score; FluxOR fluorescence; hits give low values; B-score at 10 µM; hit rate 0.84% among 340,000; AID 602410, 2012;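 active means B-score under library mean minus 4 SD, starting fluorescence ratio at most library mean plus 5 SD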;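 further: more negative B-score means stronger inhibition of thallium flux through KCNK3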
Target sequence (O14649 whole entry, looked up): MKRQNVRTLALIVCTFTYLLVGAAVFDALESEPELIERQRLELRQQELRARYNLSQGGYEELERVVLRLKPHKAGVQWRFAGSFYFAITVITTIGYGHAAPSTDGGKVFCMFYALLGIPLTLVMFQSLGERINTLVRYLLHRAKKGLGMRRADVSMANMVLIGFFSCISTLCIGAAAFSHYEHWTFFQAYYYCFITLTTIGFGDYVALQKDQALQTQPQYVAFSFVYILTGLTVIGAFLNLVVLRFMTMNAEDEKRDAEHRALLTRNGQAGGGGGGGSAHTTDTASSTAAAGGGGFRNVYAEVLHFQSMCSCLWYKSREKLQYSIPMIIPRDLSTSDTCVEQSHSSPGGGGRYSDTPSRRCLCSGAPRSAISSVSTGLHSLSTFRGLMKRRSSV
RGS4 act – RGS4 potentiators or activators, primary screen, cell-based, HEK293 M3R inducible RGS4, calcium flux; carbachol calcium flux Fluo4; hits give low values; B-score at 10 µM; hit rate 0.92% among 310,000;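 active means B-score of the integrated calcium signal more than 4 SD below the library mean, with starting fluorescence not abnormally high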;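 further: negative B-score means reduced calcium response which marks RGS4 activation or potentiation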
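Material: M3R-expressing HEK293 line, RGS4 induced by doxycycline | Schedule: Overnight RGS4 induction, 30 min dye load 37 °C, 20 min compound RT | Measured by: Fluo4 fluorescence kinetic imaging of calcium | Read-out: Integrated calcium ratio converted to B score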
Active calls of the source: *; i = inactive; ? = inconclusive; . = no result given. Some of the compounds tested; rates above refer to the full screens.

SMILES	PolyA inh	GSK3A inh	Dyrk1A ADPGlo	KCNQ1 act	KCNK9 block	KCNQ1 block	GSK3B inh	hERG rescue	HDAC3 inhib	KCNK3 inh	RGS4 act
O=C(COC(=O)Cc1c[nH]c2ccccc12)NC1CCS(=O)(=O)C1 (configuration not stated)	i	2	1	i	i	i	-6	-10	-12	i	i
COc1ccc(NC(=O)C2C3C=CC(C3)C2C(=O)O)cc1 (configuration not stated)	i	-3	-3	i	i	i	-2	-7	-2	i	i
CC1=Nc2cc(C(=O)NCCCN3CCN(C)CC3)ccc2Sc2ccc(C)cc21	i	1	-5	i	i	i	-2	-11	1	i	i
CCN(CC)S(=O)(=O)c1ccc(N(C)C)c(NC(=O)C2CCCC2)c1	i	0	-2	i	i	i	1	-9	-6	i	i
CC(C)C[C@H](NC(=O)N1CCCCCC1)C(=O)O	i	-2	-11	i	i	i	3	-14	0	i	i
COc1ccc(S(=O)(=O)N2CCN(C(=O)NC3CCCCC3)CC2)cc1OC	i	5	2	i	i	i	7	-10	4	i	i
CN(C(=S)NC(=O)CCCOc1ccc(Cl)cc1Cl)c1ccccc1	i	-2	3	i	i	i	1	-16	8	i	i
CC(C)(C)NC(=O)CN(C(=O)C(=O)Nc1ccc2c(c1)OCCO2)C1CCCC1	i	-3	-11	i	i	i	1	-9	9	i	i
CC(C)NC(=S)N/N=C1\CCCCC1C1CCCCC1 (configuration not stated)	i	-3	6	i	i	i	3	-15	-5	i	i
Cc1nnsc1-c1nnc(SCC(=O)c2ccc(F)cc2)n1C1CC1	i	-3	-2	i	i	i	2	-4	0	i	i
COc1cc(-c2nc3c4ccccc4nc(=S)n3[nH]2)cc(OC)c1OC	i	0	-2	i	i	i	1	-8	3	i	i
O=C(O)C1(P(=O)(c2ccc(Cl)cc2)c2ccc(Cl)cc2)CC1	i	0	-1	i	i	i	6	-10	?	i	i
COc1ccc(C(=O)OCC(=O)NCCCc2ccccc2)c(OC)c1	i	-3	5	i	i	i	2	-10	6	i	i
COCCOC(=O)C1=C(C)OC(N)=C(C#N)C1c1ccc2c(c1)OCO2 (configuration not stated)	i	2	24	i	i	i	-1	-2	-3	i	i
Cc1ccn2c(C(=O)NN=C3CCCCCCC3)c(C)nc2c1	i	2	.	i	i	i	4	-8	3	i	i
COc1ccccc1CC(=O)Nc1cccc(C(=O)Nc2nccs2)c1	i	3	0	i	i	i	-4	-1	10	i	i
COc1cc(S(=O)(=O)N2CCC(C(N)=O)CC2)c(C)cc1C	i	0	-2	i	i	i	2	-1	2	i	i
NNC(=O)c1ccc(Oc2cc(Cl)cc(Cl)c2)o1	i	5	15	i	i	i	-1	-8	4	i	i
Cc1ccc(C(=O)N2CCN(c3ccc(NC(=O)Cc4ccccc4)cc3)CC2)cc1	i	-1	7	i	i	i	-1	-4	13	i	i
CC1=CC(C)(C)Nc2ccc(Cc3ccc4c(c3)C(C)=CC(C)(C)N4)cc21	i	1	-2	i	i	i	0	-3	-10	i	i
CSc1ncc(C(=O)Nc2cccc(C)c2C)c(C)n1	i	-2	-5	i	i	i	-1	-4	-2	i	i
CCc1cccc2c(/C=N/NC(=O)c3cccc(S(=O)(=O)Nc4ccccc4Cl)c3)c[nH]c12	i	-3	5	i	i	i	2	-7	17	i	i
CN(Cc1ccco1)C(=O)Cn1ncc2c([nH]c3ccccc32)c1=O	i	0	0	i	i	i	0	-17	3	i	i
C=C(C)Cn1c(SCC(=O)N/N=C/c2ccccc2OCC(=O)O)nnc1-c1ccc(Br)cc1	i	-2	-2	i	i	i	-1	-13	.	i	i
CCOC(=O)Cc1csc(NC(=S)NC(=O)c2ccccc2Br)n1	i	-4	1	17*	i	i	1	15*	3	i	i
Cc1ccn2c(NC(C)(C)C)c(-c3cccs3)nc2c1	i	0	-6	i	i	i	0	-10	-21	i	i
Cc1cnc(C(=O)OCC(=O)c2c(N)n(CC(C)C)c(=O)n(C)c2=O)cn1	i	-1	8	i	i	i	-2	-8	-9	i	i
O=C(CCNS(=O)(=O)c1ccc(Cl)cc1)OCC(=O)N1CCN(C(=O)c2ccco2)CC1	i	0	-3	i	i	i	2	-8	2	i	i
CCOCCCNC(=O)c1cc(C)nn1-c1ccccc1	i	-1	0	i	i	i	-1	-12	-8	i	i
CCN(CC)S(=O)(=O)c1ccc(N2CCCC2)c(C(=O)OCC(=O)N2CCCC2)c1	i	-2	-7	i	i	i	0	-12	4	i	i
O=S(=O)(c1ccc2c(c1)N(Cc1ccc(Cl)cc1)C1CCCN21)N1CCOCC1 (configuration not stated)	i	-2	-1	i	i	i	-6	-6	10	i	i
CCCN1C(=O)C2C(C(=O)Nc3cccc(OC)c3)C3C=CC2(O3)C1C(=O)NC1CCCCC1 (configuration not stated)	i	4	0	i	i	i	-1	-3	-6	i	i
O=C(Nc1ccc(Cl)cc1C(=O)O)c1ccc2c(c1)C(=O)N(Cc1ccco1)C2=O	i	8	8	i	i	i	3	-3	1	i	i
O=S(=O)(NCCSc1ccc(Cl)cc1)c1ccc2c(c1)OCCO2	i	1	-1	i	i	i	3	-2	0	i	i
COc1ccc(C(=O)Nc2cc(C)nn2-c2cccc(F)c2)cc1	i	-1	-1	i	i	i	1	-5	10	i	i
COc1nc(NC(C)(C)C)nc(Oc2ccc(=O)n(C)n2)n1	i	-1	-2	i	i	i	1	-7	5	i	i
COC(=O)c1sccc1NC(=O)c1ccccc1F	i	-3	0	i	i	i	-2	-5	0	i	i
COC(=O)c1csc(S(=O)(=O)N2CCOCC2)c1OC	i	0	.	i	i	i	5	-5	1	i	i
O=C(c1ccc(Cn2c(=S)[nH]c3cc4c(cc3c2=O)OCO4)cc1)N1CCN(c2ccccc2)CC1	i	-2	-1	i	i	i	.	-10	-2	i	i
CC(C)N(C(=S)NC1CCCCC1)c1ccccc1	i	-2	.	i	i	i	0	-21	-1	.	i
Fc1ccccc1Nc1nc(NCc2ccco2)nc(N2CCOCC2)n1	i	-1	1	i	i	i	-3	-6	0	i	i
COCCCNCCOc1ccccc1-c1ccccc1	i	0	2	i	i	i	0	-3	-2	i	i
C/C(=N/NS(=O)(=O)c1ccc(Cl)cc1)c1cccc(NC(=O)c2ccncc2)c1	i	3	2	i	i	i	2	-5	2	i	i
c1ccc2cc(Cn3ccnc3)ccc2c1	i	-1	14	i	i	i	0	2	-2	i	i
O=C(Nc1cc2ccccc2oc1=O)C1CCCCC1	i	-3	.	i	i	i	0	-4	-7	i	i
CCOC(=O)N1CCN(C(=O)c2ccc3nc4ccsc4c(=O)n3c2)CC1	i	-1	2	i	i	i	-3	-6	-3	i	i
COC(=O)c1ccccc1NC(=O)Cn1ccnc1	i	11	2	i	i	i	2	-2	5	i	i
CSc1cc(-c2ccc(Cl)cc2)[nH]c(=O)c1C#N	i	-4	-8	i	i	i	3	-4	-10	i	i
O=C(NCCc1c[nH]c2ccccc12)C(=O)NCC1OCCCN1S(=O)(=O)c1cc(F)ccc1F (configuration not stated)	i	.	-1	i	i	i	-3	-11	1	i	i
CCCOC1OC(=O)c2c1ccc(OC)c2OC (configuration not stated)	i	-2	-3	i	i	i	0	-5	2	i	i
Later entries.
SMILES	PolyA inh	GSK3A inh	Dyrk1A ADPGlo	KCNQ1 act	KCNK9 block	KCNQ1 block	GSK3B inh	hERG rescue	HDAC3 inhib	KCNK3 inh	RGS4 act
COc1cc2ccccc2cc1C(=O)N1CCN(C)CC1	i	-3	2	i	i	i	4	-8	-9	i	i
CC1CCCCN1C(=O)C(Cc1ccccc1)N1C(=O)C2CCCCC2C1=O (configuration not stated)	i	-2	-1	i	i	i	0	-8	3	i	i
CCC(=O)N(Cc1ccco1)C1CC(=O)N(c2ccccc2)C1=O (configuration not stated)	i	-1	3	i	i	i	1	-8	-1	i	i
Cc1ccc2c(c1)COc1c3ccc(C(=O)N4CCOCC4)cc3nn1-2	i	3	3	i	i	i	-3	-8	-3	i	i
COc1ccc(C(=O)N2CCC(C(=O)N3CCN(c4ccccc4)CC3)CC2)cc1	i	-3	-8	i	i	i	-1	-11	0	i	i
CC(CN1CCCCC1)OC(=O)c1ccccc1F (configuration not stated)	i	-2	6	i	i	i	-1	-3	-7	i	i
Cc1ccc2cc(CCNC(=O)CCCc3ccccc3)c(=O)[nH]c2c1C	i	2	-3	i	i	i	2	-5	0	i	i
NC(=O)[C@@H]1CCCNc2c(F)cc([N+](=O)[O-])cc2C(=O)N[C@@H](CO)C(=O)N[C@@H](Cc2ccc(O)cc2)C(=O)N1	i	-2	5	i	i	i	-1	-1	5	i	i
CN(CCC#N)C(=O)COC(=O)C1c2ccccc2Oc2ccccc21	i	-1	-7	i	i	i	1	-6	-2	i	i
O=C(Nc1ccc(F)cc1)c1cccc(N2C(=O)c3ccccc3C2=O)c1	i	2	-7	i	i	i	0	1	-4	i	i
Cc1nn2c(N3CCN(C)CC3)c3c(nc2c1-c1ccccc1)CCCC3	i	0	.	i	i	i	9	-15	1	i	i
CN(Cc1ccccc1)C(=O)COC(=O)C1CCN(S(=O)(=O)c2ccc3c(c2)OCCO3)CC1	i	-1	-3	i	i	i	4	-9	-2	i	i

Compound activity deposited in PubChem BioAssay by several laboratories.
